Screening data (PubChem BioAssay)
TRb-SRC2 inh: disrupts binding of human TR beta to SRC2; P10828; Potency, µM (series often up to 106 µM), inactives show at the top dose activity change, negative = inhibition, usual class: inhibitors; TRbeta-SRC2 peptide binding, fluorescence polarization; receptor liganded with 1 µM T3; actives 0.065% (n = 280,000);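 also: plate controls were bound peptide for no effect and peptide without receptor for full effect; nearly all actives have a fitted effect of over 50% in size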
Target sequence (P10828 whole entry, looked up): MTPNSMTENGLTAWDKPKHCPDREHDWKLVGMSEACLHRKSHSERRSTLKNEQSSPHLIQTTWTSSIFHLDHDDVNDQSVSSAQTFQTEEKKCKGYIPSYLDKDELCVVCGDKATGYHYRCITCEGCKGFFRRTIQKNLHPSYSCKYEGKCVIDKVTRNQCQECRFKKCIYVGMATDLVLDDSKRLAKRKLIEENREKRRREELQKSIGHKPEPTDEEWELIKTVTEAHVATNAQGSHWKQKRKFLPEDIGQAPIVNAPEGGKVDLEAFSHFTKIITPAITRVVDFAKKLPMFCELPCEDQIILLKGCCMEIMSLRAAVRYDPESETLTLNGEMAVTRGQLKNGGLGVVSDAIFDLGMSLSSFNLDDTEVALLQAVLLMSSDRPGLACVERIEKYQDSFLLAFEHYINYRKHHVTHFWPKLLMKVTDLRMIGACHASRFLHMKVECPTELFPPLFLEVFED
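Fluorescence polarization of 20 nM Texas Red SRC2 peptide with 0.6 uM human TRb ligand-binding domain, in Tris buffer with 1uM T3 and 5% DMSO. Incubated 5 hr ambient; normalized to unbound and bound controls.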
TR SRC2 fluor cs: alters Texas Red total fluorescence, flagging assay interference. Potency, µM (doses to about 106 µM), inactives show at the top dose fluorescence change, negative = quenching. TRb/SRC2 Texas Red total fluorescence interference. actives 0.29% (n = 280,000); active = well fitted curve in either direction with a large enough effect; inconclusive = small, poorly fitted or top-dose-only effect; also: % is scaled to controls: 0 for no effect and ±100 for the full control effect
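Flags fluorescent or light-absorbing compounds by total fluorescence, S + 2P, at 555 nm excitation and 632 nm emission. Mixture: 20 nM Texas Red SRC2 peptide, 0.6 uM human TRb LBD, 1 uM T3, 5% DMSO; compound exposure 5 h at ambient temperature.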
L3MBTL1 inh: L3MBTL1 (human) inhibition. Q9Y468. AlphaScreen L3MBTL1–H3K9me1 peptide binding. Potency, µM (titrated, usually from 57.1 µM), without a hit: top-dose activity, negative = inhibition, usual class: inhibitors. actives 0.66% (n = 230,000); also: % is scaled to controls: 0 for no effect and ±100 for the full control effect; nearly all actives have a fitted effect of over 60% in size
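L3MBTL1 (50 nM) pre-complexed 30 min with biotinylated H3(1-15)K9me1 peptide (75 nM), then compounds added for 30 min at room temperature; AlphaScreen streptavidin donor/nickel chelate acceptor beads (10 ug/mL final) read after 30 min dark incubation.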
Tau fluor counter: counter-screen for tau fibril formation inhibitors; tau K18 P301L Alexa594 fluorescence, heparin fibrillization; Potency, µM (highest dose often 57.7 µM), without a hit: at the highest dose activity change, negative = decrease; AID 1463; actives 0.93% (n = 280,000); also: % is scaled to controls: 0 for no effect and ±100 for the full control effect; nearly all actives have a fitted effect of over 55% in size
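Human tau K18 P301L (15 uM unlabeled, 0.24 uM Alexa 594-labeled) in 100 mM sodium acetate pH 7 with 20 uM heparin, 6 hr at 37 C. ThT 30 uM added, 1 hr ambient; Alexa 594 FP and total fluorescence read at 555/632 nm.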
HTT cytoprotect: protects HTT-Q103 PC12 cells, measured by ATP; AID 1471; Potency, µM (titrated, usually from 56.4 µM), without a hit: cytoprotection (ATP increase), hits mostly activators; actives 0.14% (n = 230,000); PC12 HTT-Q103 induced, cytoprotection, ATP luminescence, 40 h;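 also: % of control where 0% means no effect; nearly all actives have a fitted effect of over 45% in size; toxic huntingtin expression switched on by the ecdysone agonist tebufenozide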
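Readout: ATPlite luminescence (ATP level). Model: stable PC12, inducible Htt exon1 Q103-GFP. Inducer: tebufenozide, 100 nM final. Compounds: dose series. No G418 in medium.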
RECQ1 inh: RECQ1 (human) helicase inhibition | RECQ1 DNA unwinding, red fluorescence kinetic read | actives 0.54% (n = 240,000) | P46063 | AID 2549 | Potency, µM (highest dose often 57.3 µM), without a hit: at the top dose activity, negative = inhibition, most hits filed as inhibitors;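 also: plate controls were vehicle for no effect and no enzyme for full effect; nearly all actives have a fitted effect of over 30% in size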
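RECQ1T1 50 nM; forked duplex (20 bp + 30-nt ss tails) 200 nM, ATP 2 mM final; pH 8.0, 2 mM MgCl2, 2.5 ug/ml poly(dI-dC); 15 min compound preincubation; discontinuous kinetic read over 2 h at RT.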
Tau fibril FP: blocks human tau fibril formation measured by polarization; P10636; K18 P301L tau heparin fibrillization, Alexa594 FP, 6 h; actives 0.39% (n = 280,000); Potency, µM (titrated, usually from 57.7 µM), for the others: at the highest dose activity, negative = inhibition, hits mostly inhibitors; also: % is scaled to controls: 0 for no effect and ±100 for the full control effect; nearly all actives have a fitted effect of over 55% in size
Target sequence (P10636 561-689 P618L limits assumed): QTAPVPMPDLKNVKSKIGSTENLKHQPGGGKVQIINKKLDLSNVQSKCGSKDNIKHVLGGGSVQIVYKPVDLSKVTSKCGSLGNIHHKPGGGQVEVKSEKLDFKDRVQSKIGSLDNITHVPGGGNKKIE
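FP of Alexa 594-tau after heparin (20 uM) induction. Substrate: human K18 P301L, 15 uM unlabeled, 0.24 uM labeled. Buffer 100 mM sodium acetate pH 7. 6 hr, 37 C.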
Tau ThT inhib: inhibitors of human tau fibril formation, thioflavin T binding; Potency, µM (series often up to 57.4 µM), without a hit: at the top dose activity, negative = inhibition, usual class: inhibitors; actives 2.1% (n = 270,000); P10636; recombinant tau K18 P301L (four-repeat tau fragment), heparin-induced fibrillization, ThT fluorescence; also: % is scaled to controls: 0 for no effect and ±100 for the full control effect; nearly all actives have a fitted effect of over 55% in size
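Tau K18 P301L fragment (15 uM unlabeled plus 0.24 uM Alexa 594-labeled) in 100 mM sodium acetate pH 7 with compound, fibrillization induced by 20 uM heparin for 6 hr at 37 C. Thioflavin T (30 uM) added, fluorescence read after 1 hr (ex 450, em 510 nm).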
Active calls of the source: *; i = inactive; ? = inconclusive; nt = not tested or not shown; & = joins results of further samples; [ ] = another dose, or the depositor's remark. Unless noted, calls follow the shape of the dose curve; as a rule, active = well fitted curve in the direction sought with a large enough effect; inconclusive = small, poorly fitted or top-dose-only effect, or another doubt; inactive = no such curve, though single readings can be large; an effect the other way counts as inactive or inconclusive. Potency is read from the fitted curve at half-maximal effect.

Order of results – TRb-SRC2 inh	TR SRC2 fluor cs	L3MBTL1 inh	Tau fluor counter	HTT cytoprotect	RECQ1 inh	Tau fibril FP	Tau ThT inhib
[1] CCN1C(=S)SC(=O)C1=C1C=C(C)N(Cc2ccco2)C(C)=C1
    -7.8%	7.7%	-2.4%	?	-38.8%[inhibitor]	-7.4%	4.6%	?
[2] Cc1cc(C(=O)N/N=C/C=C/c2ccccc2[N+](=O)[O-])c(C)o1
    3.6%	-0.8%	-2.2%	-8.9%	-42.9%[inhibitor]	-4.8%	7.4%	?
[3] O=S(=O)(c1ccc(Oc2ncnc3scc(-c4ccccc4)c23)cc1)N1CCOCC1
    0.7%	2.1%	-17.4%	-19.2%	-25.7%[10 µM]	-6.7%	6.7%	-16.1%
[4] COc1ccc(CNC(=O)COC(=O)C2CCC(C(C)(C)C)CC2)cc1 (configuration not stated)
    -0.3%	0.7%	9.8%	-14.6%	-15.6%[10 µM]	-0.6%	-8.3%	-11.4%
[5] Cc1cc(NC(=O)Cn2nnc(-c3ccccc3N)n2)no1
    10.9%	0.2%	2.2%	3.7%	19.3%[10 µM]	3.5%	11.4%	2.3%
[6] O=C(CCN1CCC(c2cccs2)=N1)c1cccs1
    -1.0%	-0.3%	7.9%	-15.4%	7.9%[10 µM]	-10.6%	11.6%	-17.5%
[7] CCCC[C@@H]1C[C@H]1C(NC(=O)c1ccccc1)c1ccc(Cl)cc1 (some centres not stated)
    -2.8%	-13.0%	nt	-10.8%	-108.0%[inhibitor]	-2.5%	-0.1%	-10.4%
[8] COc1ccc(CN2CCSCC2)cc1O
    4.5%	1.3%	nt	-2.1%	-3.2%	i	2.4%	-5.1%
[9] CCOc1ccc(C(=O)N/N=C/c2ccc(SC)cc2)cc1
    3.6%	-1.3%	3.6%	1.8%	nt	1.0%	4.0%	?
[10] Cc1ccnc(SCc2ccc([N+](=O)[O-])cc2)n1
    3.2%	-1.4%	1.9%	-6.1%	-11.5%	-1.0%	5.0%	-12.1%
[11] C/C(CC(=O)Nc1cccnc1)=N\NC(=O)C(=O)Nc1cccc(C)c1
    -1.4%	-1.6%	1.5%	2.5%	nt	-4.1%	14.8%	?
[12] CCOc1ccc(NC(=O)C(C)NS(=O)(=O)c2ccc(NC(C)=O)cc2)cc1 (configuration not stated)
    -7.3%	-3.1%	-10.7%	-4.1%	-11.5%	i	8.2%	?
[13] COc1cccc(C(=O)/C=C2\Sc3ccccc3N2C)c1
    1.6%	-3.4%	67.2%[activator]	-23.9%	nt	-6.1%	2.3%	?
[14] O=C(NP(=O)(N1CCOCC1)N1CCOCC1)C1=C(N2CCOCC2)/C(=C\c2ccccc2)CC1
    -7.1%	-2.2%	-17.1%	-1.9%	-3.9%[10 µM]	i	-1.4%	-16.1%
[15] COC(=O)c1cn(C)c2ccc(S(=O)(=O)N3CCOCC3)cc2c1=O
    -3.6%	-2.7%	2.9%	3.4%	nt	-2.0%	-4.8%	2.5%
[16] Cc1cccc(CSc2ccc(-c3cccs3)nn2)c1
    3.1%&-0.5%	-1.8%&1.5%	55.6%[activator]	?	1.3%[10 µM]	-14.9%	-2.0%&-13.1%	?
[17] O=c1c2c3c(sc2n(Cc2cc(=O)n4ccccc4n2)c(=O)n1-c1ccccc1)CCC3
    2.4%	4.7%	nt	-2.1%	nt	nt	-6.4%	1.0%
[18] COc1ccc(N2CCN(C(=O)C(C)n3nc(C)c4sc5ccccc5c4c3=O)CC2)cc1 (configuration not stated)
    -0.5%	-0.9%	nt	-29.8%	nt	nt	-11.1%	?
[19] CCCC(=O)C1=C(N(C)c2ccccc2)CC(C)(C)C(C(=O)OC)C1=O (configuration not stated)
    -2.1%	-3.8%	9.6%	2.6%	1.1%	6.1%	8.3%	-0.6%
[20] Cc1ccc(S(=O)(=O)N2CCOCC2)cc1NC(=O)COC(=O)CNC(=O)c1ccc(C(C)(C)C)cc1
    9.5%	-1.3%	2.1%	-12.8%	4.7%[10 µM]	2.2%	0.0%	-4.3%
[21] O=C(Nc1cccc2c1C(=O)NC2=O)c1cccnc1Cl
    2.5%	-3.0%	?	6.0%	-22.7%	-0.5%	4.7%	3.5%
[22] CC1=C(C(=O)OC(C)C)C(C)NC(=O)N1 (configuration not stated)
    -8.4%	-0.5%	5.7%	6.1%	0.8%[10 µM]	-10.1%	1.1%	-2.3%
[23] CCOC(=O)CSc1nc2ccsc2c(=O)[nH]1
    -6.2%	-6.1%	-0.5%	2.9%	6.0%	-8.8%	9.5%	-4.3%
[24] COc1ccc2nc3oc(C(=O)N4CCCCC4)cc3cc2c1
    0.4%	-2.1%	-6.5%	-7.6%	-10.9%[10 µM]	1.7%	-0.8%	-14.2%
[25] Cc1onc(-c2c(Cl)cccc2Cl)c1CO/N=C(\C#N)c1c(Cl)cccc1Cl
    -4.0%	-2.1%	20.9%	-22.3%	25.4%[10 µM]	-14.5%	-11.4%	-8.0%
[26] COC(=O)/C=c1/sc2n(c1=O)CCN=2
    -1.0%	-8.9%	-1.1%	0.4%	-13.2%	i	1.1%	-5.7%
[27] Cc1ccc(-n2nc(CO)c(C(=O)NCCc3ccccc3)n2)cc1
    -6.0%	-0.2%	nt	1.6%	nt	nt	5.0%	1.1%
[28] Fc1ccc(Nc2nc(NCc3ccco3)c3ccccc3n2)cc1
    -1.9%	-4.9%	-23.0%	?	2.8%[10 µM]	-10.9%	?	?
[29] CCOC(=O)c1c(C)[nH]c(C)c1S(=O)(=O)N1CCC(C(=O)Nc2cc(Cl)ccc2OC)CC1
    -4.7%	-1.7%	nt	-23.5%	nt	nt	-7.8%	5.7%
[30] COc1cc(Cl)c(C)cc1NC(=O)c1sc2nc(C)cc(C)c2c1N
    3.2%	1.9%	nt	-13.2%	nt	nt	-4.6%	?
[31] CC(C)(C)NC(=S)Nc1ccc(Br)cc1
    -10.4%	0.3%	8.5%	-1.3%	1.1%	i	5.7%	2.9%
[32] CCc1cccc(CC)c1NC(=S)NCc1ccc2[nH]c(C)cc2c1
    -6.2%	-5.3%	-16.9%	?	nt	-25.4%	?	-17.5%
[33] Cc1ccc(CNC(=O)c2c(-c3cccc(Br)c3)noc2C)o1
    -0.5%	-1.0%	nt	-10.6%	nt	nt	-1.8%	-3.9%
[34] Cc1cccc(NC(=O)CSc2ccc(-c3ccco3)nn2)c1C
    0.0%	-3.7%	-16.7%	-9.0%	24.5%[10 µM]	-15.9%	-3.7%	-21.7%
[35] COc1ccc(NC(=O)CC2CC3CCC2C3)cn1 (configuration not stated)
    -1.1%	-7.3%	2.7%	-1.8%	-28.4%	-6.2%	2.2%	-1.0%
[36] O=C1c2ccc(-c3ccc4c(c3)C(=O)N(CCCO)C4=O)cc2C(=O)N1CCCO
    2.5%	-5.5%	nt	0.4%	-3.5%[10 µM]	-7.4%	-2.8%	nt
[37] CCCOc1ccc(NC(=O)C2CCCNC2=O)cc1 (configuration not stated)
    -3.1%	-0.2%	nt	7.0%	-13.9%[0.074 µM]	-8.6%	0.4%	-7.3%
[38] COc1ccc(/C=C2/NC(=O)N(Cc3ccccc3F)C2=O)cc1OC
    -1.7%	-6.7%	23.2%	-13.9%	-79.8%[inhibitor]	-2.2%	-11.8%	-7.7%
[39] Cc1ccc(C(=O)OCCN2CCN(c3ncc(C(F)(F)F)cc3Cl)CC2)cc1
    3.3%	3.4%	2.2%	-15.5%	-7.1%	i	-2.2%	?
[40] Cn1c(=O)c2c(ncn2CC(=O)Nc2ccccc2Sc2ccccc2)n(C)c1=O
    -0.7%	-3.5%	-2.2%	0.6%	6.3%	i	0.5%	-1.8%
[41] COc1cc(C)nc(N2CCCC(C(=O)Nc3cc(Cl)ccc3OC)C2)n1 (configuration not stated)
    -4.3%	-3.6%	-2.0%	-25.0%	-19.5%	-15.5%	-4.0%	-20.7%
[42] COC(=O)C(Cc1cnc(Cl)s1)(C(=O)OC)c1ccc([N+](=O)[O-])cc1[N+](=O)[O-]
    -4.1%	-2.0%	nt	-25.5%	-0.5%	i	1.5%	-13.6%
[43] CCc1ccc(-c2nnn(CCC#N)n2)cc1
    -2.2%	-0.4%	7.6%	-7.2%	-20.6%[10 µM]	i	-1.8%	-8.5%
[44] COc1cc(C)ccc1OCCCn1c(-c2ccc(Cl)cc2)nc2ccccc2c1=O
    2.6%	-2.9%	nt	-6.9%	nt	nt	1.5%	-2.6%
[45] CCOC(=O)CSc1nc2cc(C(=O)N3CCC(C(N)=O)CC3)ccc2c(=O)n1C1CCCCC1
    3.0%	0.1%	nt	-8.4%	-20.0%	-12.4%	-6.9%	-6.5%
[46] COC(=O)C(C)Oc1ccc2c3c(c(=O)oc2c1)CCCCC3 (configuration not stated)
    8.6%	3.6%	16.9%	0.1%	-1.0%[1.9 µM]	-6.4%	6.3%	1.5%
[47] CN(C)S(=O)(=O)c1cccc(-n2sc3ccccc3c2=O)c1
    -5.5%	-3.6%	-0.4%	-22.1%	6.5%[10 µM]	i	?	?
[48] Clc1ccc(OCCn2cnc3ccccc32)c(Cl)c1
    0.8%	-1.8%	-0.5%	-18.7%	19.5%[10 µM]	-7.2%	4.1%	-10.3%
[49] Cc1[nH]c2ccccc2c1C(=O)C(=O)N1CC=C(c2ccccc2)CC1
    -0.4%	-2.4%	-9.3%	-1.7%	0.9%[10 µM]	10.7%	2.8%	2.9%

This is a subset. The share of hits here may be higher or lower than overall.
